# XIAP displacement: small molecules displacing peptide from XIAP – biochemical, IAP family, fluorescence polarization (AID 1018); one-dose displacement, % at 20 µM; IC50 in µM for titrated hits; 200,000 compounds, 0.007% hits; XIAP BIR domain, fluorescence polarization peptide displacement; higher % means a stronger effect; in the data active = displacement above about 50%; also: a part of the inactive calls stands beside numbers as strong as those of hits
# CSM14.1 death rescue: rescue of cells from ER stress-induced death, primary screen, 384-well, CSM14.1, thapsigargin, ATP luminescence (AID 1222) | CSM14.1 thapsigargin-induced death rescue, ATP luminescence; higher % means a stronger effect | cellular ATP content (survival), % at 20 µM; hits with a dose series show EC50 in µM | 190,000 tested, under 10 active;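 active = EC50 below 50 µM in the dose-response confirmation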;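 also: death triggered by thapsigargin at about 15 µM added after 2 h compound pretreatment; cell ATP read after overnight thapsigargin exposure of roughly 18 to 22 hours; normalized against plate controls of thapsigargin alone and 5% DMSO vehicle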
# MT stabilize HCS: microtubule stabilizers in HeLa cells; HeLa tubulin immunostaining HCS, 24 h; share of cells brighter than vehicle mean+2SD; % tubulin-high responders, % at 10 µM; 200,000 compounds, 0.83% hits;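 active = plate Z-score above 3 for both tubulin-high and condensed-nucleus cell shares, with cell loss under 80%, at 10 µM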;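 also: anti alpha tubulin signal scored within the nucleus-defined area of each cell; some results filed as inactive read as strong as hits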
# Autophagy HCS: modulators of autophagy. 190,000 compounds, 0.98% hits. MEF GFP-LC3 puncta imaging; test concentration mostly 10 µM. calls only at 10 µM (by protocol);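 active = percentage of spot-positive cells more than 3 SD above its plate mean, without a fluorescence outlier flag or 80% toxicity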;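 also: spot-positive cell cutoff set from DMSO-treated cells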
# b-catenin transl: beta-catenin nuclear translocation modulation; nuclear translocation activity, % at 5 µM; HeLa beta-catenin nuclear translocation, immunofluorescence imaging; 190,000 compounds, 0.3% hits; AID 1665;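 active = nuclear translocation activity above 50% at 5 µM, with a well cell count of 50 or more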;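 also: per-cell ratio of nuclear to cytoplasmic median beta-catenin stain intensity; plate controls were DMSO negative control for no effect and GSK-3 inhibitor IX positive control for full effect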
#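 assay system = human HeLa cells, endogenous beta-catenin | times = compound treatment 24 h, 37°C, 5% CO2 | detection = Anti-beta-catenin immunofluorescence on PFA-fixed, Triton-permeabilized cells, DAPI nuclei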
# Insulin prom up: MIN6 insulin promoter up-regulation; MIN6 insulin promoter-GFP reporter, high-content imaging; hits give high values; z-score at 5 µM; 190,000 compounds, 0.3% hits; AID 1625;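 active = z-score above 3 at 5 µM with at least 500 cells counted in the well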
# WT yeast gro inh: growth inhibition of WT yeast, mitochondrial fusion screen; mitochondrial fusion phenotypic screen, WT strain; inhibition, % at 10 µM; 190,000 compounds, 2.1% hits; in the data active = inhibition above about 58%; tested in S. cerevisiae
# Dynein transport: blocks dynein driven cargo transport along microtubules | 3617.4 mouse cells, GR-EGFP nuclear translocation imaging; test concentration mostly 20 µM; stimulated with dexamethasone, 1 µM; hits give low values | z-score, hits read low | 220,000 compounds, 0.47% hits;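 active = plate z-score of nuclear minus cytoplasmic receptor signal below a set negative limit, without overly bright fluorescence or cell loss, cut at about -3.5 in these data, passing the limit was not always enough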;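 also: z-score of nuclear minus cytoplasmic ring GR-EGFP intensity difference per well; some compounds called inactive have numbers as strong as hits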
#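 Buffer or medium: Induction medium lacking tetracycline, stripped serum | Also added: Dexamethasone agonist, 1.0 µM final, for 30 min | Timing: 48 h induction, 1 h compound, 30 min dex at 37 °C | Detection: Formaldehyde fixation, Hoechst nuclear stain, 10x automated fluorescence imaging | Measure: Nuclear versus cytoplasmic GR-EGFP signal, averaged per well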
# Hep lipid drop: hepatic lipid droplet formation modulation | 240,000 compounds, 0.4% hits | AID 1656 | inhibition, % at 6.5 µM | AML12 mouse hepatocytes, oleate lipid droplets, BODIPY imaging;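 active = lipid droplet intensity inhibited by at least 50%, with more than 500 cells counted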
#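 Test system: AML12 mouse liver cells; schedule: overnight exposure; technique: high-content imaging of BODIPY-stained droplets and DAPI nuclei; read-out: % inhibition of corrected integrated BODIPY droplet signal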
# WT yeast gro inh mutant strain: second read-out of WT yeast gro inh, no call of its own (marks repeat the call); inhibition, %; mitochondrial fusion phenotypic screen, mutant strain inhibition
# Dynein transport cytoplasmic EGFP: recorded beside Dynein transport, whose call it bears; z-score; measured here: cytoplasmic GR-EGFP intensity; hits give high values
# Dynein transport nuclear GR-EGFP: further read-out of Dynein transport, marked with its call; z-score; measured here: nuclear GR-EGFP intensity;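 lower value marks the stronger effect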
# Dynein transport cell count: recorded beside Dynein transport, whose call it bears; z-score; measured here: cell count per field
# Insulin prom up cell count: recorded beside Insulin prom up, whose call it bears; cell count; measured here: cytotoxicity, nuclei count;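 total cells summed across four imaged fields per well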
# Hep lipid drop cells 6.5 µM: recorded beside Hep lipid drop, whose call it bears; cell count; measured here: cell count, cytotoxicity flag;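 cells counted across two imaged fields per well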
# b-catenin transl cell count 5 µM: further read-out of b-catenin transl, marked with its call; cell count; measured here: cell count, cytotoxicity flag
# MT stabilize HCS Hoechst-high %: further read-out of MT stabilize HCS, marked with its call; % Hoechst-high responders; measured here: nuclear condensation Hoechst responders;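 share of cells brighter than vehicle mean plus two SD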
# MT stabilize HCS cytotoxicity %: second read-out of MT stabilize HCS, no call of its own (marks repeat the call); toxicity, %; measured here: cytotoxicity by cell density;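 0% = mean cell density of plate MIN control wells and 100% = no cells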
# Autophagy HCS cell loss 18 h: also measured in Autophagy HCS; calls as there; toxicity, %; measured here: cell loss, nuclei count;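 cell loss after 18 h compound exposure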
# Numbers without * were called inactive; i = inactive; · = not tested or not shown; + = active, no number.
SMILES	Dynein transport nuclear GR-EGFP	Hep lipid drop	b-catenin transl cell count 5 µM	Autophagy HCS cell loss 18 h	MT stabilize HCS	WT yeast gro inh	CSM14.1 death rescue	Dynein transport	Dynein transport cell count	Dynein transport cytoplasmic EGFP	MT stabilize HCS cytotoxicity %	b-catenin transl	Insulin prom up	XIAP displacement	Hep lipid drop cells 6.5 µM	MT stabilize HCS Hoechst-high %	Autophagy HCS	WT yeast gro inh mutant strain	Insulin prom up cell count
O=C(Cn1nc(-c2ccc(Cl)cc2)ccc1=O)NCCCN1CCN(Cc2ccccc2)CC1	0.21	6	1070	1	5.6	-4	-0.9%	-1.1	0.47	-0.3	9.5	-0.2	0.36	-0.4%	700	1.8	i	-8	1759
Cc1ccc(C(=O)CC2(O)C(=O)N(CN3CCOCC3)c3ccccc32)cc1 (stereo not drawn)	-0.012	-40	·	-8	3.0	30	·	-0.53	0.6	-0.26	7.2	·	-0.03	-3.4%	699	1.9	i	28	698
CN(C)CCN1C(=O)c2oc3ccc(F)cc3c(=O)c2C1c1ccncc1 (stereo not drawn)	0.48	-12	1142	7	8.2	-6	-0.4%	0.3	0.14	-0.14	2.1	-1.6	·	-2.4%	598	2.7	i	-10	·
COc1ccccc1NS(=O)(=O)c1ccc(O)c(C(N)=O)c1	-0.14	1	1089	-2	2.6	17	-3.4%	-0.4	0.18	-0.28	1.0	1.8	-0.01	-4.1%	542	1.6	i	23	1949
COc1ccc(CSc2nncn2N)cc1Br	-0.53	·	1194	1	5.6	11	-3.5%	-0.97	1.3	-0.23	3.2	-2.7	-0.03	0.3%	·	1.7	i	1	1385
CCOc1ccc(S(=O)(=O)N(C)c2ccc(OCC(=O)Nc3nc4ccccc4s3)cc2)cc1	0.0062	-6	1045	4	5.7	-7	-3.2%	-0.053	0.19	-0.27	4.4	1.3	-1	-2.2%	549	2.2	i	4	719
S=C(NCCN1CCOCC1)Nc1ccccc1Cl	0.83	-13	521	11	1.6	2	-3.0%	1.6	0.19	-0.26	11	-6.1	1.6	-6.3%	601	2.6	i	-1	1297
CCCCCn1c(SCCOCC)nc2c1c(=O)[nH]c(=O)n2C	-0.21	·	·	8	4.7	0	-0.3%	-0.38	0.6	-0.26	5.9	·	-0.18	1.1%	·	2.6	i	-3	1005
CCCCC(=O)N(Cc1ccc(-c2ccccc2-c2nn[nH]n2)cc1)[C@H](C(=O)O)C(C)C	·	9	1131	·	·	-2	-2.6%	·	·	·	·	-0.5	0.48	-2.9%	699	·	·	11	1417
O=C(c1nn2cccnc2c1Cl)N1CCN(c2ccccc2)CC1	-0.29	4	1255	23*	2.7	-6	-1.2%	-0.4	1.4	-0.27	7.9	-1.9	0.21	1.0%	754	2.4	+	-29	1203
O=S(=O)(Nc1ncnc2sc3c(c12)CCC3)c1ccc2ccccc2c1	1.2	-20	1099	-12	1.6	12	0.7%	1.4	-1.3	0.17	5.3	-2.5	0.9	-4.5%	726	1.3	i	19	788
CCc1ccc(Oc2nc([N+](=O)[O-])nn2C)cc1	-0.054	0	847	-22	3.1	3	-0.3%	-0.007	0.53	-0.27	4.4	-0.9	1.3	-7.0%	767	1.4	i	19	1368
O=C(CN(C1CCCCC1)S(=O)(=O)c1ccc(Cl)cc1)N1CCOCC1	0.24	-10	·	9	2.1	12	-0.2%	0.056	0.42	-0.19	7.1	·	-0.35	-0.4%	771	1.9	i	9	993
Cc1[nH]nc(Nc2ccc(O)cc2)c1[N+](=O)[O-]	-0.49	5	1572	29	2.3	-6	-1.1%	-0.67	0.29	-0.19	6.7	0.3	-0.22	-3.3%	694	2.6	i	-12	1444
COc1ccc(-c2cc(C(F)(F)F)nc(NCc3cccnc3)n2)cc1	-0.97	·	1345	5	2.4	4	-0.5%	-0.23	0.47	-0.28	13	-1.0	-0.58	-5.3%	·	2.4	i	5	1561
CCn1c(C)nc2cc(C(=O)N/N=C/c3ccc(OC)c(O)c3)ccc21	-0.46	7	·	1	3.8	8	-7.4%	-0.18	0.26	-0.3	4.8	·	0.71	-7.9%	654	2.5	i	7	1355
Cc1ccc2nc(NC(=O)CCn3c(=O)sc4ccccc43)sc2c1	-0.72	-14	1115	2	4.8	38	-2.0%	-1.6	1.3	-0.18	4.8	0.4	·	-17%	534	3.0	i	27	·
CCCCn1c(SCC(N)=O)nc2c(sc3ccccc32)c1=O	0.12	20	·	37	2.2	18	-0.2%	0.12	0.48	0.089	4.6	·	0.82	-5.4%	777	1.4	i	31	901
CC(C)COC(=O)/C(C#N)=C/c1c[nH]c2ccccc12	-0.73	12	1086	-10	4.5	7	2.4%	-0.98	0.52	-0.27	6.6	-1.3	0.6	-5.0%	666	1.9	i	7	1368
O=C(CN1CCN(S(=O)(=O)c2ccc(F)cc2)CC1)Nc1cccc(C(F)(F)F)c1	-0.096	·	·	12	1.3	10	-1.5%	-0.43	0.68	-0.2	4.6	·	·	-2.1%	·	1.2	i	-6	·
Cc1cccc(C)c1NC(=O)C(c1ccc([N+](=O)[O-])cc1)N1CCCCC1 (stereo not drawn)	0.74	·	1349	-23	1.4	2	-2.2%	0.44	0.39	-0.21	4.0	0.3	0.05	-1.7%	·	2.2	i	-2	1455
Cc1csc2c(N3CCN(C(=S)Nc4ccc(C(F)(F)F)cc4)CC3)ncnc12	-0.14	-8	1343	·	·	·	·	-1.6	0.5	-0.21	·	0.3	-0.11	·	650	·	·	·	1085
O=C(C[n+]1ccc(C(=O)NCCCO)cc1)c1cccc(Br)c1	-0.22	-14	1243	·	·	·	·	-0.32	-0.11	-0.25	·	0.0	-0.42	·	623	·	·	·	1053
CCOc1ccccc1OCC(=O)Nc1nnc(COC)s1	-0.19	-2	467	-2	4.0	-13	1.2%	-1.4	0.59	-0.26	0.6	0.0	0	-6.1%	763	1.6	i	-14	1337
Cc1ccc(NS(=O)(=O)c2ccc(NC(=O)c3cccs3)cc2)cc1	-0.6	·	·	9	1.2	4	1.4%	-0.16	0.63	-0.16	9.9	·	·	-29%	·	2.4	i	-2	·
Cc1ccc(Oc2ccc(Cl)cc2NC(=O)c2ccc(F)cc2F)cc1	-0.81	4	·	1	3.5	13	-2.4%	-0.96	0.49	-0.25	8.7	·	-0.88	-5.7%	668	3.2	i	23	1324
Cc1cccc(-c2nsc(SCC(=O)Nc3ccc4c(c3)OCO4)n2)c1	-0.19	15	1115	-5	4.5	-1	-3.5%	-0.23	-0.49	-0.18	3.9	2.6	-0.05	-4.4%	608	2.2	i	-21	1553
Cc1nn(-c2ccccc2)c2sc(C(=O)N3CCCCC3)cc12	0.35	5	1040	3	3.6	14	-2.3%	1.1	-0.57	-0.37	17	-1.1	-0.6	-2.2%	593	2.8	i	23	1163
COc1ccc(NC(=O)c2cccnc2N2CCCC2)cc1	-0.024	2	1166	3	2.0	-7	-2.2%	-0.28	0.47	-0.32	5.1	-0.3	0.08	-4.5%	770	2.0	i	2	938
Cc1ccccc1Nc1nc(N)nc(CSc2nncn2C)n1	-0.31	-4	1093	-6	1.6	-7	1.1%	-0.64	0.46	-0.16	1.8	0.1	-0.21	-3.7%	683	2.1	i	-15	1305
COc1cc(OC)c(OC)cc1/C=N/NC(=O)c1cc(-c2cccn2C)n[nH]1	0.18	·	1387	-20	3.7	0	-1.2%	-0.61	0.39	-0.21	8.7	-0.7	0.48	-4.6%	·	2.1	i	19	1490
Cc1cccnc1NC(=O)C1CCN(S(=O)(=O)c2c(C)noc2/C=C/c2ccco2)CC1	-0.1	6	1097	4	2.9	3	-1.6%	0.12	0.6	-0.31	8.8	1.8	0.05	-9.3%	628	2.5	i	-18	1472
CN(C)C(=S)Nc1nc2ccccc2s1	0.82	-1	977	22	2.9	74*	18%	0.94	-0.63	-0.26	1.6	0.0	·	-4.8%	709	1.7	i	67*	·
Cc1nn(CC(=O)c2ccccc2Cl)c(C)c1[N+](=O)[O-]	-0.21	-21	·	-5	3.0	-2	0.5%	-0.37	0.77	-0.37	3.8	·	·	-4.5%	625	1.3	i	0	·
Cc1cc(=O)oc2n[nH]c(-c3ccccc3)c12	0.073	·	883	13	7.7	-12	-0.1%	0.56	0.91	-0.47	2.6	-2.5	0.15	-3.4%	·	2.3	i	-20	1441
CCOc1ccccc1-n1c(SCC(=O)Nc2nccs2)nnc1-c1ccoc1C	-0.1	·	958	16	5.0	-11	1.4%	-0.44	0.16	-0.21	11	-5.1	-0.88	-2.7%	·	3.1	i	-8	1181
Cc1sc(NC(=S)NC(=O)c2ccco2)c(C#N)c1C	-0.15	5	993	7	4.9	12	-0.2%	0.12	0.9	-0.33	1.6	-5.6	0.06	-5.7%	728	2.8	i	16	1444

# Screens from PubChem BioAssay.
